# Compound activity as filed in PubChem BioAssay.
# NTMT1 inhibitor: blocks human N-terminal methyltransferase 1 activity; Q9BV86; NTMT1 MTase-Glo SAH luminescence, purified enzyme; Potency, µM (highest dose often 114 µM), for the others: top-dose activity change, negative = inhibition, actives largely listed as inhibitors; 59,000 compounds, 2.5% hits; AID 1645870;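 note: potency is the fitted concentration of half-maximal effect; plate controls were DMSO vehicle for no effect and no enzyme for full effect; nearly all actives have a fitted effect of over 65% in size; many of its hits are not listed in these tables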
# Target sequence (Q9BV86 whole entry, looked up): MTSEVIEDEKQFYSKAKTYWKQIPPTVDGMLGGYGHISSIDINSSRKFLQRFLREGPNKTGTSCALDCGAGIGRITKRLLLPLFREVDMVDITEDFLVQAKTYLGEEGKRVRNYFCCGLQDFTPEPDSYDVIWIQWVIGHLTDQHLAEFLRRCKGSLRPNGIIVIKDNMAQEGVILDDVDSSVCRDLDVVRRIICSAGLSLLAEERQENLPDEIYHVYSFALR
# p53null 32C kill: selectivity test: cytotoxicity in p53 null cells, permissive temperature. H1299-neo p53 null cells, ATP luminescence, 24 h, 32C. Potency, µM (top dose mostly 46.1 µM), for inactives: at the highest dose activity change, negative = cytotoxicity, usual class: cytotoxic. 55,000 compounds, 0.62% hits. AID 903;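 note: potency is the fitted concentration of half-maximal effect; 0% = DMSO only and -100% = full killing by 100 µM tamoxifen; nearly all actives have a fitted effect of over 55% in size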
#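 Luminescent ATP readout gave cell viability of p53-null H1299-neo cells after a 24 h compound exposure at the permissive 32C. Titrations ran up to 46 uM, and AC50s were fitted with the standard Hill equation.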
# GALK inh: GALK (human) enzyme inhibition | Potency, µM (top dose mostly 57.5 µM), for the others: at the highest dose activity, negative = inhibition, usual class: inhibitors | P51570 | recombinant GALK, Kinase-Glo ATP luminescence, 1 h | 44,000 tested, under 10 active;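 note: plate controls were full GALK reaction for no effect and reaction lacking GALK for full effect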
# Target sequence (P51570 whole entry, looked up): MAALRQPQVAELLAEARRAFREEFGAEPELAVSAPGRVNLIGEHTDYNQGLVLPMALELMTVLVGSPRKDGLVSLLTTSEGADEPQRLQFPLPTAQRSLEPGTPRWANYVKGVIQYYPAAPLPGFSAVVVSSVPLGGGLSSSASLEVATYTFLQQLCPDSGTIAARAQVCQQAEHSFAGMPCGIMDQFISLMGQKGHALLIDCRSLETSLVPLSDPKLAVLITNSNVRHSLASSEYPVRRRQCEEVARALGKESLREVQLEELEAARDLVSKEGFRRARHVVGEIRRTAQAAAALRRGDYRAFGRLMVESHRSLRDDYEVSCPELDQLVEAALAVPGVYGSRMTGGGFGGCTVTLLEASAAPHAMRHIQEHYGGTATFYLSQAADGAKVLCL
#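 5 nM GALK; 35 uM ATP; 100 uM D-galactose; 20 mM HEPES pH 8.0, 5 mM MgCl2, 60 mM NaCl, 1 mM DTT, 0.01% BSA; 1 h RT; Kinase-Glo Plus luminescence.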
# PTAP-TSG101 blk: blocks PTAP binding to human TSG101, validation. Q99816. AID 1347069. Fluorescence polarization, FITC-PTAP peptide/Tsg101, 20 min. 44,000 tested, under 10 active. Potency, µM (highest dose often 115 µM), for inactives: at the top dose activity change, negative = inhibition, actives largely listed as inhibitors; note: potency is the fitted concentration of half-maximal effect; 0% is about no effect
#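 Fluorescence polarization binding of Tsg101 binding domain (10 uM final) to FITC-labeled PTAP-motif peptide (50 nM final) in HEPES pH 7.5/NaCl/Tween 20/EDTA/TCEP buffer; 20 min at r.t. Actives by curve class, <25 µM, efficacy <60% inhibition.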
# p53null 39C kill: kills p53 null cells at the nonpermissive temperature. H1299 p53-null (neo) cells, 39C, ATPlite viability, 24 h. Potency, µM (top dose mostly 46.1 µM), for inactives: at the highest dose activity, negative = cell killing, most hits filed as cytotoxic. 55,000 compounds, 0.97% hits;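 note: potency is the fitted concentration of half-maximal effect; 0% = DMSO only and -100% = full killing by 100 µM tamoxifen; nearly all actives have a fitted effect of over 50% in size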
#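 Luminescent ATP signal reported cell survival after H1299 lines (neo, p53 null; or p53 A138V) received up to 46 uM compound and 24 hr incubation at 39C.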
# B2AR arrestin ag: ADRB2 beta-arrestin recruitment; 44,000 tested, under 10 active; Potency, µM (titrated, usually from 46.1 µM), without a hit: top-dose activation, hits mostly activators; HTLA Tango cells, beta-arrestin recruitment, luciferase luminescence, 18 h; P07550;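 note: potency is the fitted concentration of half-maximal effect; 0% = DMSO and full agonism = EC100 isoproterenol or metaproterenol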
# Target sequence (P07550 whole entry, looked up): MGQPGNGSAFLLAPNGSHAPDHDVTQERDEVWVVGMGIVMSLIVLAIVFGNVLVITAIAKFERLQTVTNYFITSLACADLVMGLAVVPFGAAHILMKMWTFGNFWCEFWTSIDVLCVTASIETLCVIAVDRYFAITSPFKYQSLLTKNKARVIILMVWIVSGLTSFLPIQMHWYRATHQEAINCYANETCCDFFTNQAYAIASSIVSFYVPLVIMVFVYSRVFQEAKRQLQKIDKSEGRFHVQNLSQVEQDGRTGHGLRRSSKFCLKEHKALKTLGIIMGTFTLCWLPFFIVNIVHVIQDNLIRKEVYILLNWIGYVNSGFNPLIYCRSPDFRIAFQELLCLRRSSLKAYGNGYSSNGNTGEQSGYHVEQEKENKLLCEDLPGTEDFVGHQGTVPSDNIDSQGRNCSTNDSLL
#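 Tango cells expressing recombinant beta2-AR and beta-arrestin were treated with compounds (up to 46 microM titration) in DMEM with 1% FBS for 18 hr at 37 degrees C. Beta-arrestin recruitment drove tTA-dependent luciferase, read by luminescence; curves were fitted and classed.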
# FH mod: Identification of activators of human fumarate hydratase by quantitative high-throughput screening; FH coupled MDH/diaphorase resazurin fluorescence, 15 min; Potency, µM (doses to about 79.9 µM), inactives show at the top dose activity change, negative = inhibition, most hits filed as inhibitors; 54,000 compounds, 0.22% hits; AID 1347055, 2019; note: potency is the fitted concentration of half-maximal effect; % is set by controls: 0 for no effect and ±100 for the full control effect; the screen sought activators but most active calls are inhibition curves; nearly all actives have a fitted effect of over 45% in size
# The depositor's hits bear a star; ? = inconclusive; [ ] = another dose, or the depositor's remark. Calls come from the whole dose curve; as a rule, active = well fitted curve in the direction sought with a large enough effect; inconclusive = small, poorly fitted or top-dose-only effect, or another doubt; inactive = no such curve, though single readings can be large; an effect the other way counts as inactive or inconclusive. These rows are one share of the data; the hit share may differ from the screen's.
SMILES,NTMT1 inhibitor,p53null 32C kill,GALK inh,PTAP-TSG101 blk,p53null 39C kill,B2AR arrestin ag,FH mod
CCOc1ccc(C(=O)Nc2cc(-c3nc4ccccc4s3)ccc2OC)cc1,6%,16%[9.22 µM],8%,-1%,-16%,1%,-10%
COc1ccccc1NC(=O)N1CCOc2ccccc21,-7%,19%,1%,0%,-1%,0%,-3%
CCn1c(=O)cc(OCC(=O)N2CCN(c3ccc(F)cc3)CC2)c2ccccc21,-7%,0%,0%,0%,?,1%,-10%
Fc1ccccc1-n1ncc2c1ncn1nc(COc3ccc(Cl)cc3)nc21,-2%,5%,10%,-4%,-3%,0%,0%
CCOC(=O)c1c(S(=O)(=O)N2CCC(C(=O)Nc3ccc(C)cn3)CC2)c(C)n(C)c1C,-1%,-2%,2%,2%,-15%,8%,-2%
COc1ccc(CNC(=O)CSc2n[nH]c(-c3ccc(OC)cc3)n2)cc1,-13%,-4%,2%,-1%,?,1%,6%
COC(=O)c1cc2occc2n1CC(=O)Nc1cccc(SC)c1,-6%,-10%,-1%,-3%,?,0%,2%
CNC(=O)C1CCN(c2nc3ccccc3nc2C(F)(F)F)CC1,-2%,-2%,-2%,-2%,-8%,0%,2%
CN(C(=O)CSc1nc(-c2ccccc2)no1)c1ccc(F)cc1,-20%,-2%,1%,-1%,-28%,0%,-12%
COc1ccc(N(CC(=O)NCCc2ccc(Cl)cc2)S(=O)(=O)c2c(C)nn(C)c2C)cc1,16%,2%,7%,0%,9%,0%,-7%
CCOc1ccc(C(=O)NCCc2csc(-c3cccc(F)c3)n2)cc1OCC,11%,1%,0%,-4%,1%,0%,-10%
O=C(CSc1nc(-c2ccc(F)cc2)[nH]c1-c1ccccc1)Nc1ccccc1,7%,7%,1%,5%,?,-2%,-36%
CCOC(=O)c1cnn(-c2cccc(Cl)c2)c1C1CCN(C(=O)OC(C)(C)C)CC1,0%,40%[activator],-1%,-5%,19%,1%,-25%
CC(=O)c1ccc(N2CCN(C(=O)C3CCCN(S(=O)(=O)c4ccc(Br)s4)C3)CC2)cc1 (stereo not drawn),-11%,-3%,2%,2%,-13%,1%,-9%
Cc1ccc(-c2[nH]c3ccccc3c2SCCNC(=O)c2ccc(S(=O)(=O)N(C)C)cc2)cc1,20%,20%,-1%,3%,4%,0%,-14%

# 7 structures already listed, sorted by formula weight, highest first:
SMILES,NTMT1 inhibitor,p53null 32C kill,GALK inh,PTAP-TSG101 blk,p53null 39C kill,B2AR arrestin ag,FH mod
CC(=O)c1ccc(N2CCN(C(=O)C3CCCN(S(=O)(=O)c4ccc(Br)s4)C3)CC2)cc1 (stereo not drawn),-11%,-3%,2%,2%,-13%,1%,-9%
Cc1ccc(-c2[nH]c3ccccc3c2SCCNC(=O)c2ccc(S(=O)(=O)N(C)C)cc2)cc1,20%,20%,-1%,3%,4%,0%,-14%
COc1ccc(N(CC(=O)NCCc2ccc(Cl)cc2)S(=O)(=O)c2c(C)nn(C)c2C)cc1,16%,2%,7%,0%,9%,0%,-7%
CCOC(=O)c1cnn(-c2cccc(Cl)c2)c1C1CCN(C(=O)OC(C)(C)C)CC1,0%,40%[activator],-1%,-5%,19%,1%,-25%
O=C(CSc1nc(-c2ccc(F)cc2)[nH]c1-c1ccccc1)Nc1ccccc1,7%,7%,1%,5%,?,-2%,-36%
COC(=O)c1cc2occc2n1CC(=O)Nc1cccc(SC)c1,-6%,-10%,-1%,-3%,?,0%,2%
COc1ccccc1NC(=O)N1CCOc2ccccc21,-7%,19%,1%,0%,-1%,0%,-3%

# Next part:
SMILES,NTMT1 inhibitor,p53null 32C kill,GALK inh,PTAP-TSG101 blk,p53null 39C kill,B2AR arrestin ag,FH mod
Cc1ccc(C(=O)c2cn(Cc3ccccc3)c3ccccc3c2=O)cc1,13%,-2%,0%,1%,53%[activator],0%,-11%
COc1ccc(OC)c(N(CC(=O)NCc2ccccc2)S(=O)(=O)c2ccccc2)c1,-1%,19%,-3%,2%,-20%,0%,-7%
COc1ccc(NC(=O)C2COc3ccccc3C2)cc1Cl (stereo not drawn),-1%,14%,0%,4%,-3%,-1%,2%
COc1ccc(-n2nnnc2C2CCN(S(=O)(=O)c3ccc(C)cc3)CC2)cc1,2%,4%,3%,1%,-23%,-2%,-28%
Cc1ccc(NC(=O)c2nnn(Cc3cccc(C(F)(F)F)c3)c2N)c(C)c1,6%,-3%,-3%,2%,37%[activator],1%,14%
COc1ccc2c(c1)CC(C(=O)NCCCN1CCN(c3ccccc3F)CC1)CO2 (stereo not drawn),-8%,-4%,4%,0%,0%,0%,3%
CCCN1CCN(CCCNC(=O)c2ccc3c(c2)sc2nc(-c4ccc(OCC)cc4)cn23)CC1,?,?,-3%,-9%,25µM*,-1%,1%
Cc1cccc(C)c1Nc1c(-c2ccccc2F)nc2cccc(C)n12,33%[activator],65%[activator],5%,0%,?,-1%,?
Nc1ncc(S(=O)(=O)Nc2ccc(F)cc2F)cn1,13%,-6%,2%,-7%,-7%,0%,9%
O=C(Nc1nnc(S(=O)(=O)N2CCOCC2)s1)c1ccccc1F,0%,6%,3%,2%,9%,0%,?
CCCSc1ncc(Cl)c(C(=O)N2CCN(c3cccc(Cl)c3)CC2)n1,-3%,10%,-4%,-2%,27%,0%,-10%
Cn1ccc2c(OCC(=O)Nc3ccc(OC(F)(F)F)cc3)cccc2c1=O,0%,-9%,-3%,-4%,1%,-3%,-14%
COc1ccc(-c2noc(-c3ccc(NCc4ccc(C)cc4)c([N+](=O)[O-])c3)n2)cc1OC,-3%,-17%,-12%,-4%,-14%,-2%,2%
CCOc1ccc(-n2c(SCC(N)=O)nc3c(oc4ccccc43)c2=O)cc1,0%,5%,-6%,-6%,-10%,0%,-16%
CCS(=O)(=O)c1ncc(Cl)c(C(=O)N(Cc2ccccc2)Cc2ccco2)n1,-2%,?,-2%,-4%,?,-1%,4%
COc1cccc(C(=O)Nc2nnc(S(=O)(=O)N3CCCC3)s2)c1,16%,0%,0%,-4%,7%,2%,-11%
CC1CCCN(C(=O)c2cc3ccc4cccnc4c3[nH]2)C1 (stereo not drawn),?,1µM*,6%,-7%,2µM*,0%,-15%
Cc1cc(C)c(NC(=O)C(=O)NCC(c2cccnc2)N2CCN(Cc3ccccc3)CC2)c(C)c1 (stereo not drawn),-24%,-7%,2%,4%,-20%,1%,-4%
CCOC(=O)c1cc(OC(=O)c2ccccc2C)n(-c2ccccc2)n1,-5%,-1%,?,-2%,-15%,1%,-1%
O=c1n(Cc2cccc(C(F)(F)F)c2)c2ccccc2c2nc(-c3ccccc3)nn12,-1%,6%,8%,-8%,2%,0%,-12%
COc1ccccc1NC(=O)C1=C(C)Nc2nc(SCc3ccccc3)nn2C1c1ccccn1 (stereo not drawn),6%,-1%,5%,2%,-7%,1%,2%
CCN1C(=O)C2(c3ccccc31)c1c(oc3ccc(C)cc3c1=O)C(=O)N2CCCOC(C)C (stereo not drawn),-19%,8%,-9%,-5%,5%,0%,2%
Cc1ccc(CNc2nc3ccc(Cl)cc3n3nnnc23)cc1,15%,-1%,4%,-4%,21%,-2%,-16%
CCOC(=O)c1cn(CC(=O)Nc2cccc(Cl)c2C)nn1,3%,2%,-2%,0%,?,0%,-4%
COC(=O)C1CCN(c2csc3ccc(C)cc3c2=O)CC1,-24%,-12%,0%,1%,0%,-1%,17%
Cn1nnnc1SCCNCc1ccc(F)cc1,-6%,-25%,2%,0%,16%,-1%,-17%
COc1ccc(NC(=O)c2cnc(N3CCCC3)nc2)cc1OC,6%,-5%,-2%,-7%,-7%,-1%,-2%
COc1ccc(-c2noc(C3CC(=O)N(c4ccccc4)C3)n2)c(OC)c1 (stereo not drawn),4%,-2%,0%,-2%,-23%,0%,-21%
CCOC(=O)Cn1c(=O)c2c(nc3n2CCN3c2ccc(CC)cc2)n(C)c1=O,5%,-7%,-13%,-1%,?,2%,0%
CC(C)(C)c1ccc(C(=O)Nc2ccc(OCc3cc(=O)n4ccsc4n3)cc2)cc1,-2%,?,7%,-1%,-15%,-2%,-1%
COc1ccc(Nc2c3c(nc4ccccc24)CCC3)cc1Cl,?,-1%,-2%,1%,?,1%,-14%
COc1ccc(-c2onc(C)c2C)cc1S(=O)(=O)N1c2ccccc2CC1C (stereo not drawn),-10%,4%,3%,2%,26%,1%,-14%
CC(C)C(=O)Nc1nnc(S(=O)(=O)N2CCCCCC2)s1,30%[activator],-3%,1%,0%,-1%,0%,-2%
Cc1ccc(-n2c3c(c(=O)[nH]c2=O)C(NC(=O)c2ccccc2F)(C(F)(F)F)C(=O)N3)cc1C (stereo not drawn),-23%,10%,8%,-1%,-11%,0%,-7%
Cc1ccc(CN2CCN(C3CCN(S(=O)(=O)N(C)C)CC3)C(=O)C2=O)cc1,-3%,0%,-2%,1%,3%,0%,-2%
CC1CCN(S(=O)(=O)N2CCC(C(=O)NCc3ccccc3Cl)CC2)CC1,21%,-5%,0%,-2%,17%,1%,1%
O=C(C1CCN(c2nc3ccccc3[nH]2)CC1)N1CCN(c2ccccc2)CC1,0%,-1%,-4%,1%,-4%,0%,-5%
COc1cccc(C2C(C(=O)Nc3ccccc3OC)=C(C)Nc3nc4ccccc4n32)c1 (stereo not drawn),2%,26%,-6%,-1%,30%,-1%,?
Cc1ccc(NC(=O)c2cc(-c3cccs3)on2)cc1C,27%,0%,-1%,0%,-18%,-1%,9%
CCC(Oc1ccccc1F)C(=O)Nc1c(C(=O)c2ccccc2)oc2ccccc12 (stereo not drawn),-13%,6%,3%,0%,-3%,0%,-16%
CCC1CCCCN1S(=O)(=O)c1cc2c(cc1C)NC(=O)CO2 (stereo not drawn),-1%,0%,0%,2%,17%,-1%,-6%
CCOC(=O)c1ccc(NC(=O)c2nsc3ccccc23)cc1,?,7.9µM*,5%,6%,10µM*,-3%,-27%
COc1ccc(NC(=O)C(=O)NCCc2csc(-c3ccc(Cl)cc3)n2)cc1,-17%,6%,-2%,-1%,13%,-2%,4%
CCOc1ccc(C(=O)c2cn(CC(=O)Nc3ccc(OC)cc3)c3cc4c(cc3c2=O)OCO4)cc1,?,-7%,-9%,-4%,-10%,0%,-2%
Cc1cccc(NC(=O)c2c(C)oc3ncnc(N4CCCCC4)c23)c1C,3%,8%,2%,-2%,-3%,3%,-8%
CCCCN(Cc1ccco1)C(=O)Cn1ncc2c([nH]c3ccccc32)c1=O,-3%,-1%,1%,-3%,7%,2%,-16%
COc1cc(NS(=O)(=O)c2cc3c(cc2C)n(C)c(=O)c(=O)n3C)cc(OC)c1,-3%,2%,1%,-5%,-3%,-1%,2%
CCOc1ccc(NC(=O)C2CCN(c3nnc(C)c4c(C)n(-c5ccccc5)nc34)CC2)cc1,-24%,0%,1%,-4%,9%,-1%,-3%
CC1=C(C(=O)NCc2ccccc2C)C2(CCCCCC2)OC1=O,20%,-17%,-8%,-2%,-9%,1%,-2%
